ALDH1A1 inh = ALDH1A1 (human) enzyme inhibition. Purified ALDH1A1, NADH fluorescence, propionaldehyde substrate. Potency, µM (titrated, usually from 75.3 µM), without a hit: at the highest dose activity, negative = inhibition, actives largely listed as inhibitors. 7.3% of 220,000 active; active means well fitted inhibition curve with a large enough effect, not every such curve was filed as active; inconclusive means small, poorly fitted or top-dose-only effect, or another doubt; inactive means no such curve, though single readings can be large or run the other way;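 further: plate controls were no enzyme wells and a reference inhibitor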
L3MBTL1 inh = L3MBTL1 (human) inhibition. Q9Y468. AlphaScreen L3MBTL1–H3K9me1 peptide binding. Potency, µM (series often up to 57.1 µM), for inactives: at the top dose activity, negative = inhibition, actives largely listed as inhibitors. 0.66% of 230,000 active; further: on the % scale 0 is the no-effect control and ±100 the full control effect; nearly all actives have a fitted effect of over 60% in size
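L3MBTL1 (50 nM) pre-complexed 30 min with biotinylated H3(1-15)K9me1 peptide (75 nM), then compounds added for 30 min at room temperature; AlphaScreen streptavidin donor/nickel chelate acceptor beads (10 ug/mL final) read after 30 min dark incubation.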
Tau ThT inhib = blocks human tau fibril formation measured by thioflavin T | P10636 | recombinant tau K18 P301L (four-repeat tau fragment), heparin-induced fibrillization, ThT fluorescence | Potency, µM (doses to about 57.4 µM), without a hit: at the top dose activity, negative = inhibition, hits mostly inhibitors | 2.1% of 270,000 active; further: on the % scale 0 is the no-effect control and ±100 the full control effect; nearly all actives have a fitted effect of over 55% in size
Target sequence (P10636 561-689 P618L limits assumed): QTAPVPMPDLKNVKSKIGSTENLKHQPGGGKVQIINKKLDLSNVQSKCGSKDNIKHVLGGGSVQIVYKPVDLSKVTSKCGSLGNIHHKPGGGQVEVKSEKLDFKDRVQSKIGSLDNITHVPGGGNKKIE
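In this qHTS, human K18 P301L tau is incubated with compound and heparin for 6 hr at 37 C, and Thioflavin T fluorescence then reports fibril load.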
KDM4E inh = inhibitors of human JMJD2E histone demethylase. JMJD2E catalytic domain, FDH-coupled NADH fluorescence (FDH is formaldehyde dehydrogenase). 1.6% of 230,000 active. Potency, µM (doses to about 57.1 µM), for the others: at the highest dose activity change, negative = inhibition, most hits filed as inhibitors; active means well fitted inhibition curve with a large enough effect, not every such curve was filed as active; inconclusive means small, poorly fitted or top-dose-only effect, or another doubt; inactive means no such curve, though single readings can be large or run the other way;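 further: 0% = wells with enzyme and -100% = buffer wells without enzyme; nearly all actives have a fitted effect of over 50% in size; many of its hits are not listed in these tables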
SMN2 splice up = SMN2 splice variant enhancement | AID 1458 | 2.8% of 210,000 active | Potency, µM (series often up to 46.1 µM), for the others: top-dose activity change, positive = activation, most hits filed as activators | HEK293 SMN2-luciferase splicing reporter, luminescence, 30-36 h; further: % of control where 0% means no effect; nearly all actives have a fitted effect of over 55% in size
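HEK293 cells carry an SMN2 […]–luciferase reporter in which exon 7 inclusion puts luciferase in frame. Cells were plated 10-12 h before compound addition, then incubated 30-36 h at 37C. ONE-Glo luminescence was read; sodium butyrate at 4.5 mM final served as control.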
Luc counter = blocks Kinase-Glo luciferase, a counter-screen artifact. Q27757. Kinase-Glo luciferase, ATP luminescence, 8 min. Potency, µM (doses to about 38.3 µM), inactives show top-dose activity change, negative = inhibition, most hits filed as inhibitors. 0.28% of 200,000 active; further: on the % scale 0 is the no-effect control and ±100 the full control effect; nearly all actives have a fitted effect of over 60% in size
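Inhibition of Kinase-Glo luciferase light generation was assessed at 10 uM ATP in pH 7.2 imidazole buffer, with luminescence measured after eight minutes at ambient temperature.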
LMNA splice mod = changes lamin A minigene splicing in HeLa cells. HeLa LMNA splicing GFP/RFP minigene ratio, 48 h. Potency, µM (series often up to 46.1 µM), without a hit: top-dose ratio change, negative = inhibition, actives largely listed as inhibitors. 0.01% of 200,000 active. AID 1487; active means well fitted inhibition curve with a large enough effect in the signal ratio, with a control signal flat, not every such curve was filed as active; inconclusive means small, poorly fitted or top-dose-only effect, or effect the other way, or a change in a side signal; the % refers to the signal ratio; further: on the % scale 0 is the no-effect control and ±100 the full control effect
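S3 HeLa stable clones carrying a lamin A-EGFP splicing minigene plus DsRed2 were seeded at 600 cells/well in Opti-MEM with 2% FBS, pin-dosed and incubated 48 h at 37°C. Acumen cytometry (488 nm) gave the GFP/RFP total-intensity ratio.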
RECQ1 inh = inhibitors of human RECQ1 DNA helicase; AID 2549; Potency, µM (series often up to 57.3 µM), without a hit: at the top dose activity, negative = inhibition, usual class: inhibitors; 0.54% of 240,000 active; RECQ1 DNA unwinding, red fluorescence kinetic read; P46063;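 further: plate controls were vehicle for no effect and no enzyme for full effect; nearly all actives have a fitted effect of over 30% in size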
Target sequence (P46063 whole entry, looked up): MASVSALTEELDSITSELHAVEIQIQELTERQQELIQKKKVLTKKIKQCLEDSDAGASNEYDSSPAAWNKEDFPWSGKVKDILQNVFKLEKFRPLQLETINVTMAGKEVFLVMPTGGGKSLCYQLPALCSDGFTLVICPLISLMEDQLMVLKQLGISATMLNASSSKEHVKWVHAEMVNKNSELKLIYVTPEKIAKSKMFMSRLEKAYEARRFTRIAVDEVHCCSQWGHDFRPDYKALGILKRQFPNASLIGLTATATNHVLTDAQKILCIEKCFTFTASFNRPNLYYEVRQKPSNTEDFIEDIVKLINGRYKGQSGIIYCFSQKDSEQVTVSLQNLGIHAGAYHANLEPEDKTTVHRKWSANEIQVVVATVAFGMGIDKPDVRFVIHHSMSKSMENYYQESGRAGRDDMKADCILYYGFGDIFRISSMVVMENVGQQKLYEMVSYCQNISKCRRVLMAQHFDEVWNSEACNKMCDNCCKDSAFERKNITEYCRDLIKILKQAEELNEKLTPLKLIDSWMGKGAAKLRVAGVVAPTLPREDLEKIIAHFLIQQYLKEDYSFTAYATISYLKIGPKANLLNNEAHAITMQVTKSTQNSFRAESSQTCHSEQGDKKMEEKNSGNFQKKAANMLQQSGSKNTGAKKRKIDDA
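RECQ1T1 50 nM; forked duplex (20 bp + 30-nt ss tails) 200 nM, ATP 2 mM final; pH 8.0, 2 mM MgCl2, 2.5 ug/ml poly(dI-dC); 15 min compound preincubation; discontinuous kinetic read over 2 h at RT.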
Active calls of the source: *; i = inactive; ? = inconclusive; nt = no result given; [ ] = another dose, or the depositor's remark. Unless noted, the call rests on the fitted dose curve; in most records, active means well fitted curve in the direction sought with a large enough effect; inconclusive means small, poorly fitted or top-dose-only effect, or another doubt; inactive means no such curve, though single readings can be large; an effect the other way counts as inactive or inconclusive. Potency means the concentration at half of the fitted maximal effect.

compound | ALDH1A1 inh | L3MBTL1 inh | Tau ThT inhib | KDM4E inh | SMN2 splice up | Luc counter | LMNA splice mod | RECQ1 inh
O=c1[nH]nc(Cc2ccc3ccccc3n2)c2ccccc12 | 9% | -1% | -13% | 3% | nt | nt | ? | i
CCN(CC)CCn1c(N)c(S(=O)(=O)c2ccccc2)c2nc3ccccc3nc21 | nt | 9% | 3% | ? | nt | nt | nt | -2%
COc1ccc(CC(=O)N/N=C/C=C/c2ccc3c(c2)OCO3)cc1OC | -11% | 6% | -21% | -63% | nt | nt | nt | -12%
CC(C)C(=O)Nc1cccc(NC(=S)NC(=O)c2ccc(Cl)cc2)c1 | 10µM* | -5% | ? | 7% | -45%[inhibitor] | 0% | 22% | -4%
OC(CNCCc1ccc(Cl)cc1)COc1ccc2ccccc2c1 (stereo not given) | 6% | nt | ? | 3% | ? | -6% | nt | -7%
CCC1(C)Cc2c(sc3nnn(Cc4ccccc4Cl)c(=O)c23)CO1 (stereo not given) | -2% | 13% | -11% | -4% | -26% | 3% | -3% | i
COC(=O)CNC(=O)C(C)(C)Oc1ccc(Cl)cc1 | -9% | nt | -12% | 0% | 3% | -4% | 5% | -10%
COc1ccc(C2N(C(=O)N3CCOCC3)CCN2S(=O)(=O)c2ccc(C)cc2)cc1 (stereo not given) | -11% | nt | -13% | 0% | -10% | 3% | 17% | i
O=C(CC(c1ccccc1)c1ccco1)Nc1nccs1 (stereo not given) | ? | -14% | ? | 3% | -20% | 16% | ? | -3%
O=C(CSc1nnnn1-c1ccccc1)NCc1cccs1 | -12% | 5% | -5% | 3% | -11% | -2% | 20% | -7%
O=C(Cc1csc(NC(=O)c2ccc(F)cc2)n1)NO | 6% | -19% | -12% | ? | 1% | 0% | -2%[46 µM] | -7%
COC(=O)c1cc2c(ccn2-c2ccc(F)cc2)n1CC(=O)N1CCN(C(=O)c2ccco2)CC1 | ? | nt | -17% | ? | 14% | 3% | -15% | 2%
CC(=O)N1CCN(c2ccc(NC(=O)/C=C/c3ccccc3)cc2)CC1 | -6% | 23% | 2.5µM* | 19% | -4% | -2% | ? | -10%
O=C(C1CCC(N2C(=O)C3CC=CCC3C2=O)CC1)N1CCCCC1 (stereo not given) | ? | 3% | 4% | 5% | -8% | 2% | -10% | -13%
CCOC(=O)C1=C(C)NC(=O)NC1c1ccc(OCC(=O)N2CCCCC2)cc1 (stereo not given) | 1% | 2% | -5% | 8% | 1% | -2% | 1% | -15%

Not a retest: 14 of the compounds above.
compound | ALDH1A1 inh | L3MBTL1 inh | Tau ThT inhib | KDM4E inh | SMN2 splice up | Luc counter | LMNA splice mod | RECQ1 inh
O=c1[nH]nc(Cc2ccc3ccccc3n2)c2ccccc12 | 9% | -1% | -13% | 3% | nt | nt | ? | i
CCN(CC)CCn1c(N)c(S(=O)(=O)c2ccccc2)c2nc3ccccc3nc21 | nt | 9% | 3% | ? | nt | nt | nt | -2%
COc1ccc(CC(=O)N/N=C/C=C/c2ccc3c(c2)OCO3)cc1OC | -11% | 6% | -21% | -63% | nt | nt | nt | -12%
CC(C)C(=O)Nc1cccc(NC(=S)NC(=O)c2ccc(Cl)cc2)c1 | 10µM* | -5% | ? | 7% | -45%[inhibitor] | 0% | 22% | -4%
OC(CNCCc1ccc(Cl)cc1)COc1ccc2ccccc2c1 (stereo not given) | 6% | nt | ? | 3% | ? | -6% | nt | -7%
CCC1(C)Cc2c(sc3nnn(Cc4ccccc4Cl)c(=O)c23)CO1 (stereo not given) | -2% | 13% | -11% | -4% | -26% | 3% | -3% | i
COC(=O)CNC(=O)C(C)(C)Oc1ccc(Cl)cc1 | -9% | nt | -12% | 0% | 3% | -4% | 5% | -10%
COc1ccc(C2N(C(=O)N3CCOCC3)CCN2S(=O)(=O)c2ccc(C)cc2)cc1 (stereo not given) | -11% | nt | -13% | 0% | -10% | 3% | 17% | i
O=C(CC(c1ccccc1)c1ccco1)Nc1nccs1 (stereo not given) | ? | -14% | ? | 3% | -20% | 16% | ? | -3%
O=C(CSc1nnnn1-c1ccccc1)NCc1cccs1 | -12% | 5% | -5% | 3% | -11% | -2% | 20% | -7%
O=C(Cc1csc(NC(=O)c2ccc(F)cc2)n1)NO | 6% | -19% | -12% | ? | 1% | 0% | -2%[46 µM] | -7%
COC(=O)c1cc2c(ccn2-c2ccc(F)cc2)n1CC(=O)N1CCN(C(=O)c2ccco2)CC1 | ? | nt | -17% | ? | 14% | 3% | -15% | 2%
CC(=O)N1CCN(c2ccc(NC(=O)/C=C/c3ccccc3)cc2)CC1 | -6% | 23% | 2.5µM* | 19% | -4% | -2% | ? | -10%
O=C(C1CCC(N2C(=O)C3CC=CCC3C2=O)CC1)N1CCCCC1 (stereo not given) | ? | 3% | 4% | 5% | -8% | 2% | -10% | -13%

(further entries)
Structure	ALDH1A1 inh	L3MBTL1 inh	Tau ThT inhib	KDM4E inh	SMN2 splice up	Luc counter	LMNA splice mod	RECQ1 inh
COCCCn1c(=S)[nH]c2ncccc2c1=O	6%	1%	4%	2%	-7%	-2%	?	i
Cc1cccc2cc(COC(=O)C3CCCO3)c(=O)[nH]c12 (stereo not given)	?	5%	0%	?	0%	-1%	9%	-15%
COC(=O)c1c(NC(=O)c2ccc(C)cc2)sc(Cc2ccccc2)c1C	-15%	8%	?	?	0%	-4%	-3%	-2%
c1ccc(-n2c3ccccc3c3ccccc32)cc1	7%	90%[activator]	-12%	?	nt	nt	nt	-12%
CCC(C)(C(=O)Nc1c(C)cccc1C)N(C)C(=O)c1ccc2ccccc2n1 (stereo not given)	nt	1%	3%	-2%	nt	nt	nt	-4%
CCCCNc1nc2ccccc2[nH]1	2%	nt	1%	4%	23%	-6%	-9%	i
O=C(CN1CCCCCCC1)N/N=C/c1ccc(F)cc1F	-10%	5%	1%	-13%	-12%	1%	-2%	-2%
Cn1c(CN2CCCC2)nc2cc(NC(=O)C3CCCCC3)ccc21	-7%	-3%	-5%	-15%	3%	0%	6%	-7%
O=C(Nc1ccc(S(=O)(=O)N2CCCCC2)cc1)C1CCCN(C(=O)c2ccc(Cl)cc2)C1 (stereo not given)	-3%	-21%	8%	-1%	nt	-3%	?	-2%
NC(N)=N/N=C/c1ccc2cccc(OCc3ccccc3)c2n1	nt	-15%	?	?	nt	nt	nt	12%
C=CCn1c(C)cc(C(=O)Cn2c(C(C)O)nc3ccccc32)c1C (stereo not given)	5%	-4%	4%	10%	-19%	-1%	2%[46 µM]	i

Single entries from above.
Value of COC(=O)CNC(=O)C(C)(C)Oc1ccc(Cl)cc1 under ALDH1A1 inh: -9%
Value of O=C(CC(c1ccccc1)c1ccco1)Nc1nccs1 (stereo not given) under RECQ1 inh: -3%

A portion of the library, so the mix of outcomes need not match the whole.
